Screening data: PubChem BioAssay, several laboratories
human PMI inhibition: MPI enzyme activity inhibition – biochemical, fluorescence intensity, coupled assay, primary screen (AID 1209). purified PMI enzyme, coupled fluorescence intensity; higher % means a stronger effect. inhibition, % at 20 µM, or IC50 in µM where a hit was titrated. 190,000 tested, 0.42% active;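 also: plate controls were DMSO vehicle for no effect and wells lacking substrate for full effect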
Myeloid diff MLP: promotes myeloid progenitor differentiation. calls only at 10 µM. 360,000 tested, 1% active. ER-HoxA9 myeloid progenitors, lysozyme-GFP differentiation, flow cytometry;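 active = normalized GFP-positive differentiation at or above the plate's own cutoff, the solvent-only control mean plus 3 SD; inconclusive = no clear call, values can overlap the other calls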;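 also: cells exposed to compound for four days before flow analysis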
PMI inhibition: MPI inhibition at elevated mannose 6-phosphate – biochemical, fluorescence intensity, high mannose 6-phosphate, primary screen (AID 1220); 190,000 tested, 0.66% active; recombinant PMI enzyme, coupled fluorescence intensity; higher % means a stronger effect; one-dose inhibition, % at 20 µM; IC50 in µM for titrated hits
K1F lysis inhibition: protection from phage-mediated lysis, alamar blue read-out – E. coli UTI89, K1F phage, bacterial capsule biogenesis inhibitors (AID 488966); E. coli UTI89 K1F phage lysis, alamar blue, 2 h; higher % means a stronger effect; inhibition, % at 100 µM; hits with a dose series show IC50 in µM; 340,000 tested, 0.02% active;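 active = phage lysis inhibition, versus mean bacterial control, above a set limit; inconclusive = no clear call, values can overlap the other calls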;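 also: capsule biogenesis inhibitors block K1F phage lysis so surviving cells raise fluorescence; higher fluorescence means more inhibition of phage lysis; actives were called in the ten point dose series up to 300 µM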
P. falciparum M1AAP: malaria alanyl aminopeptidase activity blockers – biochemical, fluorogenic H-Leu-NHMec substrate, 1536-well (AID 1445); recombinant M1AAP, H-Leu-NHMec fluorogenic kinetic assay; higher % means a stronger effect; inhibition, % at 30 µM; hits with a dose series show IC50 in µM; 220,000 tested, 0.42% active;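 active = primary inhibition above the hit cutoff, then over 50% inhibition at one or more dose response concentrations, cut at about 23% in these data, passing the limit was not always enough; inconclusive = conflicting primary data, or primary hits not chosen for dose response; inactive = low primary inhibition, or under 50% at every dose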;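 also: plate controls were DMSO full reaction for no effect and no enzyme background for full effect; strong numbers were not always called active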
Hep lipid drop: hepatic lipid droplet formation modulation | 240,000 tested, 0.4% active | AML12 mouse hepatocytes, oleate lipid droplets, BODIPY imaging | inhibition, % at 6.5 µM;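 active = lipid droplet intensity inhibited by at least 50%, with more than 500 cells counted; inconclusive = wells with under 300 cells, treated as cytotoxic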
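Assay system: AML12 mouse liver cells | Compound: 6.5 µM single-point dosing | Schedule: Overnight exposure | Technique: Fluorescence imaging, 20x objective, two fields per well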
CSM14.1 death rescue: protection against thapsigargin-triggered cell killing – 384-well, CSM14.1, ATP luminescence, primary screen (AID 1222); CSM14.1 thapsigargin-induced death rescue, ATP luminescence; higher % means a stronger effect; one-dose cellular ATP content (survival), % at 20 µM; EC50 in µM for titrated hits; 190,000 tested, under 10 active;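 active = EC50 below 50 µM in the dose-response confirmation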;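 also: death triggered by thapsigargin at about 15 µM added after 2 h compound pretreatment; cell ATP read after overnight thapsigargin exposure of roughly 18 to 22 hours; normalized against plate controls of thapsigargin alone and 5% DMSO vehicle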
TNAP activators: stimulation of alkaline phosphatase TNAP activity – biochemical, luminescent, no phosphate acceptor, uHTS, primary screen (AID 1001) | purified TNAP, luminescent activation assay, no phosphate acceptor; higher activation fold means a stronger effect | 200,000 tested, 0.03% active | one-dose activation fold at 20 µM; EC50 in µM for titrated hits; in the data active = activation fold from about 3, or a potency from the dose series; inactive = the rest, 99 in 100 with activation fold below about 1.6; also: many of its hits are not listed in these tables
WT yeast gro inh: growth inhibition of WT yeast, mitochondrial fusion screen. mitochondrial fusion phenotypic screen, WT strain. 190,000 tested, 2.1% active. inhibition, % at 10 µM. AID 1362; in the data active = inhibition above about 58%; tested in S. cerevisiae
WT yeast gro inh mutant strain: further read-out of WT yeast gro inh, marked with its call; inhibition, %; mitochondrial fusion phenotypic screen, mutant strain inhibition
Hep lipid drop cells 6.5 µM: also measured in Hep lipid drop; calls as there; cell count; measured here: cell count, cytotoxicity flag;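 cells counted across two imaged fields per well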
Myeloid diff MLP GFP+ MAC1+ %: further read-out of Myeloid diff MLP, marked with its call; GFP+ MAC1+ double positive, %; measured here: differentiation confirmed by MAC1 staining
The depositor's hits bear a star; i = inactive; ? = inconclusive; / = no result given; + = active, no number; [ ] = dose if it differs, or a comment. Rule as the data show it, unless noted: active = inhibition above about 50%; inactive = the rest.

SMILES	human PMI inhibition	Myeloid diff MLP	Myeloid diff MLP GFP+ MAC1+ %	PMI inhibition	K1F lysis inhibition	P. falciparum M1AAP	Hep lipid drop	Hep lipid drop cells 6.5 µM	CSM14.1 death rescue	TNAP activators	WT yeast gro inh	WT yeast gro inh mutant strain
CCOc1cc(CNCCO)cc(Br)c1OCc1cccs1	7%	i	6.1	3%	8.6%	-5%	/	/	4.1%	1	1	13
Cc1ccc2cc(CCNC(=O)c3cccs3)c(=O)[nH]c2c1	0%	i	2.0	5%	0.3%	3%	19	701	8.8%	1.1	-11	-2
COc1ccc(/C=N/NC(=O)COc2ccc(Cl)cc2Cl)cc1Cn1nc(C)cc1C	5%	i	0.6	12%	0.0%	-1%	-11	625	3.3%	1	7	11
Cc1cccc(N(C(=O)CNC(=O)c2ccco2)C(C(=O)NCC2CCCO2)c2ccccc2)c1 (stereo unspecified)	6%	i	0.8	8%	0.0%	-4%	-9	749	-2.0%	1.1	-6	2
Cc1ccc(Nc2nnc(SCc3ccccc3)s2)cc1	7%	i	1.3	6%	2.3%	16%	-8	727	-1.9%	1	23	-2
CCCCOc1ccc(NC2=NC3(CCCC3)N=C(N)N2)cc1	4%	i	0.6	10%	2.5%	13%	24	734	/	1.5	2	-20
CCOC(=O)N1CCN(c2nc3ccccc3n3cnnc23)CC1	/	i	0.5	/	0.2%	1%	5	738	/	/	/	/
CCOC(=O)/C(=N\Nc1ccccc1)P(=O)(c1ccccc1)c1ccccc1	/	i	0.5	/	1.8%	2%	2	710	/	/	/	/
Cn1c(CSc2nc3ccc(Br)cc3[nH]2)nc2ccccc21	0%	i	6.5	-5%	0.4%	-3%	/	/	-0.8%	1.1	46	33
COCCNC(=S)N1CCN(C)CC1	/	i	0.4	/	-0.1%	-2%	-1	613	/	/	/	/
CCOc1ccc(N2C(=O)CC(N(Cc3ccco3)C(C)=O)C2=O)cc1 (stereo unspecified)	-4%	i	0.1	-6%	0.2%	/	11	750	-0.5%	1	-6	-6
O=C(COC(=O)c1ccc(NS(=O)(=O)c2cccs2)cc1O)NC1CCCCC1	/	i	0.5	/	-0.4%	11%	9	734	/	/	/	/
COc1cc(NC(=O)c2ccccc2)c(OC)cc1NC(C)=O	17%	i	0.9	15%	0.0%	-3%	9	733	1.6%	1.1	-3	-3
Cc1cccc(COCC(Cc2ccccc2)N2CCN(C(=O)c3cccc(Cl)c3)CCC2=O)c1 (stereo unspecified)	-4%	i	2.0	-6%	-0.2%	2%	-45	684	-3.2%	1	38	-18
O=C(O)/C=C/C(=O)Nc1ccc(F)cc1F	0%	i	6.3	2%	0.3%	0%	/	/	-1.5%	1.1	-12	-2
COc1ccc(NC2=CC(=O)CC(c3ccccc3)C2)c(OC)c1 (stereo unspecified)	7%	/	/	8%	1.5%	8%	/	/	-1.2%	1.1	-21	-7
CCCCCC(=O)Nc1ccc(-c2csc(C)n2)cc1	-11%	i	0.3	-8%	1.0%[50 µM]	6%	31	636	-1.7%	1	-10	-1
C#CCOC(=O)Nc1cccn(Cc2c(Cl)cccc2Cl)c1=O	-25%	i	0.9	-71%	0.3%	10%	/	/	-0.7%	1.1	10	-9
CCc1nc2n[nH]c(N)c2c2c1CSC(C)(C)C2	-8%	i	1.1	-13%	-0.2%	1%	-6	796	-1.9%	1.1	7	-14
Cn1nnc2cc(C(=O)Nc3ccc(Cl)cc3)ccc21	-8%	i	0.2	-10%	-0.5%	/	-5	709	-1.3%	1.1	3	-6
Cc1c(NC(=O)c2ccc3c(c2)OCO3)cccc1-c1nc2ccccc2s1	-3%	i	2.8	-7%	5.8%	-1%	/	/	1.3%	1.1	-8	2
CN(Cc1cccnc1)Cc1cn(Cc2ccccc2)nc1-c1ccc2c(c1)OCO2	4%	i	1.0	-6%	0.0%	/	-22	726	3.1%	1	-14	-3
Cc1c(C(=O)OCc2ccccc2)[nH]c2c1C(=O)CC(c1ccco1)C2 (stereo unspecified)	14%	?	/	7%	6.1%	6%	?	/	/	1.1	9	1
CCn1nc(C)c(/C=N/NC(=O)c2c[nH]c3ccccc23)c1C	-3%	i	0.7	-6%	0.2%	-11%	20	703	-1.8%	1	12	10
CCOc1ccc(-n2ccnc2SCC(=O)N2CCCc3ccccc32)cc1	10%	i	0.6	3%	1.2%	1%	-3	587	2.0%	1.1	-14	-3
COc1cc(/C=C2/N=C(C3CCCCC3)OC2=O)cc(OC)c1OC	11%	i	2.3	6%	0.5%	6%	6	775	-2.9%	1.1	15	29
N#C/C(=C/c1ccc(F)cc1)C(N)=S	-7%	i	0.4	-2%	-1.4%	2%	-12	642	-3.5%	1.4	7	-1
O=C(NC(=S)NCc1ccccc1)c1ccccc1F	2%	/	/	0%	1.2%	6%	/	/	-1.8%	1.1	6	7
CCOC(=O)NCc1ccc(S(=O)(=O)Nc2ccc(C)cc2)cc1	8%	i	1.0	1%	1.8%	-3%	-5	749	6.9%	1.1	0	-2
CCn1nc(C)c(CNCc2cn[nH]c2-c2cc3ccccc3o2)c1C	/	i	0.7	/	0.5%	4%	7	735	/	/	/	/
BrC(=C\c1ccccc1)/C=N/N1CCN(c2ccccn2)CC1	4%	i	0.7	-1%	0.2%	-11%	4	603	-0.2%	1	-28	-15
COc1ccc(Cl)cc1C(=O)NNC(=O)c1cccc([N+](=O)[O-])c1	6%	i	0.3	-1%	0.3%	-1%	0	738	0.9%	1.1	-14	-8
CC(=O)N/N=C/C1=CCC2CC1C2(C)C (stereo unspecified)	-3%	i	0.7	-4%	-0.4%	-1%	-4	634	-0.6%	1.2	13	-5
CCOC(=O)c1[nH]cnc1C(=O)Nc1ccccn1	9%	i	10	5%	-0.4%	4%	/	/	-1.3%	1.1	27	3
Cc1cccc(NC(=O)c2c(C)nn(-c3ccccc3)c2Cl)c1	8%	i	0.5	7%	-0.6%	8%	-41	673	0.4%	1.1	-3	-6
S=C(Nc1ccc2nc(-c3ccccn3)c(-c3ccccn3)nc2c1)N1CCCCCC1	-49%	i	0.4	-45%	0.1%	9%	-8	642	-0.6%	1.1	-5	-6
CN(C)c1nc(N(C)C)nc(N(C#N)CN2C(=O)c3ccccc3C2=O)n1	1%	/	/	1%	/	2%	0	689	-0.4%	1	-3	1
Cc1cc(C(=O)NC(=S)Nc2ccccc2N2CCCC2)ccc1[N+](=O)[O-]	13%	i	0.5	4%	1.7%	-2%	15	651	-1.3%	1.1	16	-12
O=C1CC(c2cccc(Cl)c2)C(n2cncn2)C(=O)C1C1NCCc2ccccc21 (stereo unspecified)	-7%	i	0.2	-9%	4.0%	5%	-2	802	-2.3%	1.2	5	2
Cc1cccc(/C=N/n2c(C)cc(C)c(C#N)c2=O)c1	-6%	i	0.6	-7%	-0.5%	-3%	-17	697	-0.1%	1	-20	1

Reprinted at random: 2 records from the list.
SMILES	human PMI inhibition	Myeloid diff MLP	Myeloid diff MLP GFP+ MAC1+ %	PMI inhibition	K1F lysis inhibition	P. falciparum M1AAP	Hep lipid drop	Hep lipid drop cells 6.5 µM	CSM14.1 death rescue	TNAP activators	WT yeast gro inh	WT yeast gro inh mutant strain
COc1ccc(Cl)cc1C(=O)NNC(=O)c1cccc([N+](=O)[O-])c1	6%	i	0.3	-1%	0.3%	-1%	0	738	0.9%	1.1	-14	-8
Cc1cccc(/C=N/n2c(C)cc(C)c(C#N)c2=O)c1	-6%	i	0.6	-7%	-0.5%	-3%	-17	697	-0.1%	1	-20	1

Additional records
SMILES	human PMI inhibition	Myeloid diff MLP	Myeloid diff MLP GFP+ MAC1+ %	PMI inhibition	K1F lysis inhibition	P. falciparum M1AAP	Hep lipid drop	Hep lipid drop cells 6.5 µM	CSM14.1 death rescue	TNAP activators	WT yeast gro inh	WT yeast gro inh mutant strain
O=C(CN1CCN(c2ccccn2)CC1)N1c2ccccc2Sc2ccc(C(F)(F)F)cc21	4%	i	0.7	1%	0.1%	-1%	/	/	1.0%	1.1	66*	-3.9*
O=C(O)c1cnn(-c2nc(-c3cccc(F)c3)cs2)c1C(F)(F)F	-26%	i	0.1	-14%	-0.1%	0%	19	625	3.7%	1.6	6	-1
O=C(O)c1ccc(Nc2nc3c(s2)CCCC3)cc1	-1%	i	0.3	8%	0.0%	-4%	-2	651	-0.1%	1.1	-42	2
CCN(CC)C(=O)Cn1c(=O)n(-c2ccccc2)c(=O)c2c3c(sc21)CCC3	-4%	i	0.5	-2%	-0.1%	51µM*	10	742	-3.2%	1.1	-7	-46
COc1cc2c(cc1OC)CN(c1nc(CN3CCOCC3)nc3sc4c(c13)CCCC4)CC2	10%	+	0.9*	8%	3.8%	-5%	-6	652	-2.9%	1.2	15	-8
CC(=O)c1c(Nc2ccc3c(c2)OCCO3)oc(C)cc1=O	9%	i	1.9	30%	7.5%	5%	/	/	-1.1%	1.2	12	1
CC(=Nc1ccc2c(c1)nc(CO)n2C)C1=C(O)CC(C)(C)CC1=O	6%	i	4.1	19%	1.3%	4%	/	/	0.0%	1	-7	-13
CC[n+]1c(-c2ccccc2)csc1Nc1c(C)n(C)n(-c2ccccc2)c1=O	-8%	i	0.1	-5%	0.7%	5%	6	659	2.1%	1.5	-6	-11
CC(=O)c1cc2c(cc1N/C(=N/S(=O)(=O)c1ccc(C)cc1)c1ccccc1)OCO2	4%	i	0.1	2%	1.4%	6%	6	620	-8.6%	1	47	36
CC(C)(C)NC(=O)C(c1cccs1)N(CC1CCCO1)C(=O)c1ccc(-c2ccccc2)[nH]1 (stereo unspecified)	20%	i	0.7	12%	5.8%	5%	-39	544	3.8%	1	56	15
COCCCNc1cc(C)nc2ccccc12	-8%	i	0.7	6%	-1.7%	2%	/	/	1.6%	1	13	15
CCOC(=O)Cn1c(=O)c2c(nc3n2CCS3)n(C)c1=O	8%	i	0.9	5%	0.2%	-5%	/	/	0.7%	1.1	-19	0
CCC(=O)Nc1cccc(C(=O)c2ccc(C)c(C)c2)c1	15%	i	0.2	15%	-0.2%	-2%	2	744	-0.8%	1.1	20	40
O=S1(=O)CCN2C(Cc3ccc(SC(F)F)cc3)=CSC2=N1	3%	i	1.0	3%	0.4%	-4%	/	/	4.4%	1.1	5	-6
CCN(N=O)[C@@H](Cc1ccccc1)CN(N=O)[C@@H](Cc1ccccc1)CN(C)N=O	10%	i	0.8	9%	0.4%	2%	1	660	-0.9%	1.1	-4	12
S=C(NCc1ccc2[nH]c3c(c2c1)CCCC3)Nc1ccccc1Cl	1%	i	1.2	8%	-1.4%	2%	12	752	-2.7%	1	41	7
O=C(c1ccc2nc(-c3ccccc3)c(-c3ccccc3)nc2c1)N1CCCCC1	/	i	0.2	/	2.7%[50 µM]	6%	5	616	/	/	/	/
